Screens: PubChem BioAssay, several laboratories
14-3-3 Bad inh: inhibitors of 14-3-3 zeta/Bad binding, primary screen, biochemical, TR-FRET, bovine 14-3-3 zeta; 14-3-3 protein zeta/delta (Bos taurus), P63103; TR-FRET 14-3-3zeta/Dy647-pBad peptide displacement, 1 h; inhibition, % at 21.7 µM; actives 0.71% (n = 220,000);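 active = inhibition above about 70%, limit read from the data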;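 also: 0% = full 14-3-3 plus peptide FRET controls and 100% = background without 14-3-3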
KLK5 inh: human KLK5 protease inhibitors, primary screen, biochemical, 1536-well. recombinant hK5, fluorogenic AMC substrate cleavage. inhibition, % at 5 µM. actives 0.59% (n = 210,000). AID 873, 2007;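 active = inhibition of 40% or more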;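 also: 0% = enzyme controls without compound and 100% = no-enzyme blanks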
Target sequence (Q9Y337 67-293 limits assumed): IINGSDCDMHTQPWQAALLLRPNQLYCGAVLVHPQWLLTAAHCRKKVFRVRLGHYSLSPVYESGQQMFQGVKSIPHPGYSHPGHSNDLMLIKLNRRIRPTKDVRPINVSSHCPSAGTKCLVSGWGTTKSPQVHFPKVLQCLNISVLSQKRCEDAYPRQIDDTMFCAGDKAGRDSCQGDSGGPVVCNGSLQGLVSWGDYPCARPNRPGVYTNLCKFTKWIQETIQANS
eIF4E-4G inh: eIF4E–eIF4G protein interaction inhibitors, primary screen, biochemical, uHTS, TR-FRET, eIF4GI fragment. Eukaryotic translation initiation factor 4E (Mus musculus) + Eukaryotic translation …. TR-FRET eIF4E-eIF4GI(517-606) binding, 2 h. inhibition, % at 21.7 µM. actives 0.37% (n = 220,000). AID 782, 2007;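 active = inhibition above about 30%, limit read from the data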;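 also: 0% = full FRET control wells and 100% = background wells lacking eIF4GI fragment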
FXIIa inh: human FXIIa protease inhibitors, primary screen, biochemical, 1536-well; actives 0.3% (n = 220,000); inhibition, % at 5 µM; purified FXIIa, Boc-QGR-AMC fluorogenic substrate, 2 h; in the data active = inhibition above about 40%;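 also: 0% = enzyme with no compound and 100% = blank without enzyme; many of its hits are not listed in these tables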
MDM2 E3 inh: MDM2-luciferase reporter signal enhancers, primary screen, MDM2 E3 ligase inhibitor project, cell-based, luminescence, 1536-well | AID 1230, 2008 | cell-based MDM2 ubiquitination luciferase reporter, 2 h; 0 = plate control, 100 = twice control, blank-subtracted | signal enhancement, % at 5 µM | E3 ubiquitin-protein ligase Mdm2 (Homo sapiens), Q00987 | actives 0.11% (n = 210,000);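 active = signal enhancement of 30% or more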;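 also: luminescence tracks abundance of the self-degrading MDM2-luciferase fusion protein; higher signal means inhibition of MDM2 E3 ligase activity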
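Timing – 2 h compound exposure at 37 °C · Assay system – mammalian cells stably expressing self-ubiquitinating, self-degrading MDM2 E3–luciferase fusion · Amount – 2000 cells seeded into each well · Measure – % luminescence enhancement versus blank-corrected plate control mean · Measured by – SteadyLite luminescence, 15 min reagent step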
FXIa inh 1536: human FXIa protease inhibitors, primary screen, biochemical, 1536-well. actives 0.14% (n = 220,000). purified FXIa, Boc-Glu-Ala-Arg-AMC fluorogenic substrate. Coagulation factor XI (Homo sapiens), P03951. inhibition, % at 5 µM;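 active = inhibition of at least 40%; inactive = inhibition below 40%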;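 also: fluorescence of freed AMC excited at 355 nm; 0% = enzyme without compound and 100% = no enzyme blank; many of its hits are not listed in these tables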
Wee1 stabilizer: Wee1 degradation inhibitors, primary screen, cell-based, HeLa, Wee1K328M-luciferase, luminescence | Wee1-like protein kinase (Homo sapiens), P30291 | HeLa Luc-Wee1K328M stability; 100% = proteasome inhibitor MG132 effect | reporter increase, % at 5 µM | actives 1.2% (n = 220,000) | AID 1321, 2008;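 active = activation above the mean of all tested compounds plus 3 SD, set per screening run, cut at about 8.8% in these data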;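 also: cells exposed to compound for 20 h before luminescence read; 0% = DMSO alone and 100% = MG132 at 30 µM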
Target sequence (P30291 whole entry K328M): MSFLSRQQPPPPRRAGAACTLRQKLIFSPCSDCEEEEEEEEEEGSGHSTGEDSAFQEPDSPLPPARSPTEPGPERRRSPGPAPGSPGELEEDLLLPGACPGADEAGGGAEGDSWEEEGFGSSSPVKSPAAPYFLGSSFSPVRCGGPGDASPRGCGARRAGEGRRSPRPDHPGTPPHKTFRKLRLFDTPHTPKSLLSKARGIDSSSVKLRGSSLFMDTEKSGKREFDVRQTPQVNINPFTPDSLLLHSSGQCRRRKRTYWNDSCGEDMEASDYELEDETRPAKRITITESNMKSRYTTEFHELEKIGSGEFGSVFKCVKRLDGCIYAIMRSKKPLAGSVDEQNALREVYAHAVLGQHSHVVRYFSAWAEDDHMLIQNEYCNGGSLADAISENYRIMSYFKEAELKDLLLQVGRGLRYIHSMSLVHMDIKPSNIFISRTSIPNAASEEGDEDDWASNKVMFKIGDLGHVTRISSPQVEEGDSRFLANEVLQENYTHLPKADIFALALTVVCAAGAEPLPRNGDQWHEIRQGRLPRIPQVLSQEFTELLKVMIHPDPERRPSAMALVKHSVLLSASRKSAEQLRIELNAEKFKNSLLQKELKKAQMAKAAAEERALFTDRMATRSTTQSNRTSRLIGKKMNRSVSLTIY
p97 inhibitor: inhibitors of human p97 ATPase, primary screen, biochemical; Transitional endoplasmic reticulum ATPase (Homo sapiens), P55072; recombinant p97 ATPase, Kinase-Glo ATP luminescence, 3 h; inhibition, % at 8 µM; actives 0.42% (n = 220,000); AID 1481, 2009; in the data active = inhibition above about 15%;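 also: 0% = DMSO vehicle and 100% = wells lacking enzyme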
Rad51 HR inh: human RAD51 strand exchange inhibitors, primary screen, biochemical, fluorescence. DNA repair protein RAD51 homolog 1 (Homo sapiens), Q06609. hRad51 DNA strand exchange, fluorescence dequenching. inhibition, % at 10 µM. actives 0.085% (n = 200,000). AID 1385, 2008;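 active = inhibition above 40% at the single screening dose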;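 also: 0% = DMSO control wells and 100% = blanks with heterologous ssDNA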
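material = hRad51 filaments on single-stranded DNA | timing = filaments 15 min 37 °C, then compound 30 min | signal = FRET fluorescence dequenching, excitation 485 nm, emission 520 nm | benchmarks = control wells and blank wells on each plate | evaluation = percent inhibition relative to plate controls and blanks | compound = 10 µM final, single point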
Active calls of the source: *; nt = not tested or not shown; [ ] = another dose, or the depositor's remark.

SMILES	14-3-3 Bad inh	KLK5 inh	eIF4E-4G inh	FXIIa inh	MDM2 E3 inh	FXIa inh 1536	Wee1 stabilizer	p97 inhibitor	Rad51 HR inh
COc1ccc(N2CCN(CCNC(=O)CCCn3c(=O)[nH]c4cc(Cl)ccc4c3=O)CC2)cc1	-17	-16	-4	-15	-6	-2	0	-4	-3
O=c1oc(-c2ccccc2NS(=O)(=O)c2ccc(F)cc2)nc2ccccc12	-14	13	-5	10	-3	0	0	-1	5
CCOC(=O)CSc1cc(C)nc(N)n1	5	0	-5	-2	-1	0	-2	0	-8
COc1cc([N+](=O)[O-])ccc1NC(=O)CCN1C(=O)C2C3CCC(C3)C2C1=O (stereo not drawn)	-6	-17	1	7	-12	5	3	1	3
CC1CCCN(CCSc2ccc(Cl)cc2)C1 (stereo not drawn)	26	2	-7	10	-5	0	-2	0	0
CC(=O)c1ccc(NS(=O)(=O)c2ccc(C)cc2)cc1	1	-7	-1	8	-12	-2	1	3	4
O=C1CCC(Cc2ccccc2)N1 (stereo not drawn)	11	4	4	-20	3	-7	1	-2	-1
CC1CCCCN1C(=O)c1ccc(C(=O)N2CCCCC2C)cc1 (stereo not drawn)	3	-8	1	21	-8	5	0	-4	nt
Cc1cccc(NC(=O)c2ccc(CN3CCc4ccccc4C3)cc2)c1C	-1	0	-2	1	-15	-4	2	-3	-15
CCCc1cc(C(=O)NCC(C)C)no1	1	-17	6	8	-20	1	2	-1	2
COc1ccc(OC)c(S(=O)(=O)N2CCN(C34CC5CC(CC(C5)C3)C4)CC2)c1	-1	-10	5	5	-9	-8	1	-3	7
COc1ccc(C(=O)C[n+]2ccc(-c3nnc4n3CCC4)cc2)cc1	-6	-24	-4	1	nt	1	1	5	nt
Cc1ccccc1C(C(=O)NC1CCCCC1)N(C(=O)CNC(=O)c1ccco1)c1cccnc1 (stereo not drawn)	0	-1	1	2	-3	-5	0	-7	9
CCOC(=O)C1CCCN(C/C(O)=C(\C#N)c2nc(-c3ccc(Cl)cc3)cs2)C1 (stereo not drawn)	1[fluorescence artefact?]	6	-3[fluorescence artefact?]	7	6	6	3	2	-7
Cc1ccc2oc(-c3cccc(NC(=O)c4ccc(Br)o4)c3C)nc2c1	1	-9	-14	4	-7	0	-2	-6	2
CCOC(=O)c1c(NC(=O)NC(C)(C)C)sc2c1CCN(C)C2	-24	-1	-3	8	-11	-1	1	3	3
COC(=O)c1cc(NC(=O)c2cc(-c3ccc(Cl)cc3)oc2C(F)(F)F)ccc1N1CCOCC1	-6	2	-4	10	-2	-1	1	-10	-7
CC(C)(C)n1nnnc1C(c1cccs1)N(Cc1cccnc1)CC1CCCO1 (stereo not drawn)	-7	45*	-17	19	-6	6	5	-2	-1
Cc1ccc2c(c1)N(CCCC(=O)NCC1COc3ccccc3O1)C(=O)CO2 (stereo not drawn)	-3	3	-1	18	5	-5	-2	-1	-3
CC(C)c1ccc(/C=C2\CC/C(=C\C=N\N(C)C)C2=O)cc1	-6	6	-14	15	2	7	3	-4	nt
CCOC(=O)C1CCCN(Cc2cc(Br)ccc2OC)C1 (stereo not drawn)	18	12	5	9	-16	-2	-1	-6	-1
COc1ccc(-c2cnc(N)nc2-c2ccc(OCc3ccccc3)cc2O)cc1	0	-2	-3	6	-11	-6	1	2	7
Cn1c(=O)cc(SCC(=O)N2CCN(Cc3ccc4c(c3)OCO4)CC2)c2ccccc21	-12	-20	-3	5	-20	5	-2	2	-6
CC(=O)c1cccc(NC(=O)Oc2ccccc2)c1	3	-51	2	13	-14	0	3	3	-8
CC(=O)c1cccc(NC(=O)C2CCCN(S(=O)(=O)c3ccc(F)cc3)C2)c1 (stereo not drawn)	-4	-28	0	1	-10	2	1	-8	1
Cc1ccc(C)c(NC(=O)CCC(=O)OC(C(=O)c2ccccc2)c2ccccc2)c1 (stereo not drawn)	5	1	0	16	-12	-2	-4	1	-5
Cc1[nH]n(-c2ccccc2)c(=O)c1C=Nc1ccc2[nH]c(=O)[nH]c2c1	-4[fluorescence artefact?]	-3	0	12	-4	3	2	1	6
COc1cccc(C(=O)Nc2nc(-c3ccccc3)c(-c3ccccc3)o2)c1	-4	-21	6[fluorescence artefact?]	10	-9	9	-2	-6	-4
CO[C@H]1C[C@@H]2CC[C@@H](C)[C@@](O)(O2)C(=O)C(=O)N2CCCC[C@H]2C(=O)O[C@H]([C@H](C)C[C@@H]2CC[C@@H](O)[C@H](OC)C2)CC(=O)[C@H](C)C=C(C)[C@@H](O)[C@@H](OC)C(=O)[C@H](C)C[C@H](C)C=CC=CC=C1C	6	2	-22	8	-12	2	nt	nt	nt
CC(Sc1nnc(-c2cccs2)n1-c1ccccc1)C(=O)NCc1ccc2c(c1)OCO2 (stereo not drawn)	-11[fluorescence artefact?]	-23	-5	17	-8	0	0	2	3
C=CCNC(=S)N(Cc1ccccc1)Cc1ccc(F)cc1	-5	0	0	7	-35	-4	-1	-3	-4
CC1(C)CC(NC(=O)C(F)(F)F)CC(C)(C)N1OC(=O)c1ccco1	-3[fluorescence artefact?]	1	-5	0	-4	-3	1	3	2
Cc1cc2cc(CNC(=O)Nc3cccc(Cl)c3)ccc2n1C	-18	-3	0	10	-25	-6	-1	0	0
CCOc1ccccc1N1CC(C(=O)Nc2ccc(C(=O)O)cc2)CC1=O (stereo not drawn)	23	-19	-8	6	-17	5	0	-1	0
O=C(Nc1cccc(O)c1)c1cc(-c2ccco2)on1	nt	-11	nt	11	-10	2	-3	6	11
O=C(CSc1nnc(Cc2ccsc2)o1)c1ccccc1	9	4	-1	10	2	3	4	4	nt
O=S(=O)(N1CCCCC1)n1c(Cc2ccccc2)nc2ccccc21	2	-3	3	11	-12	2	-1	-1	-2
Cc1ccc(OCCn2c(=O)cnc3ccccc32)cc1	-2[fluorescence artefact?]	-8	-2[fluorescence artefact?]	15	nt	3	-2	-8	-2
Oc1c(Br)cc(Br)cc1/C=N/c1nc2c(s1)CCCC2	21	18	-4	12	-8	1	-4	2	-2
CCn1c(CSc2ncn[nH]2)nc2cc(C(=O)O)ccc21	4	3	-4	6	-6	6	2	6	nt
Cc1ccccc1-n1c(=O)n(Cc2ccccc2)c(=O)c2[nH]cnc21	1	20	-5	24	-18	9	1	-2	-10
CC(C)c1cc(C(=O)N2CCCC(CCC(=O)NCc3ccccc3F)C2)n(C)n1 (stereo not drawn)	-7	-3	-2	9	-21	11	-1	0	-4
CN(CC1COCCO1)c1nc2nonc2nc1N1CCSCC1 (stereo not drawn)	-8	4	0	11	-6	4	1	4	nt
COc1ccc(CSc2cccc3cccnc23)cc1[N+](=O)[O-]	2	3	4	14	-19	4	2	4	0
CCOC(=O)c1c(C)[nH]c(/C(C)=N/O)c1C	-9	-7	-3[fluorescence artefact?]	8	-8	-5	-2	3	-3
O=[n+]1c2c(n([O-])c3cc(F)ccc31)CCCC2	2	1	8	16	-1	1	4	4	nt
O=[N+]([O-])c1ccc(Nc2nc(N/N=C\c3ccc4c(c3)OCO4)nc(N3CCCCC3)n2)cc1	3	-6	2	1	-6	-5	-1	9	-3
CCOC1CC(C)(C)NC(=S)N1 (stereo not drawn)	-17[fluorescence artefact?]	-13	-2	-7	-3	-4	2	0	1

Copied from the entries so far (four entries):
SMILES	14-3-3 Bad inh	KLK5 inh	eIF4E-4G inh	FXIIa inh	MDM2 E3 inh	FXIa inh 1536	Wee1 stabilizer	p97 inhibitor	Rad51 HR inh
COc1ccc(N2CCN(CCNC(=O)CCCn3c(=O)[nH]c4cc(Cl)ccc4c3=O)CC2)cc1	-17	-16	-4	-15	-6	-2	0	-4	-3
O=c1oc(-c2ccccc2NS(=O)(=O)c2ccc(F)cc2)nc2ccccc12	-14	13	-5	10	-3	0	0	-1	5
CCOC(=O)CSc1cc(C)nc(N)n1	5	0	-5	-2	-1	0	-2	0	-8
COc1cc([N+](=O)[O-])ccc1NC(=O)CCN1C(=O)C2C3CCC(C3)C2C1=O (stereo not drawn)	-6	-17	1	7	-12	5	3	1	3

Further results follow:
SMILES	14-3-3 Bad inh	KLK5 inh	eIF4E-4G inh	FXIIa inh	MDM2 E3 inh	FXIa inh 1536	Wee1 stabilizer	p97 inhibitor	Rad51 HR inh
C=C(C)CN(CC)Cc1c(C(=O)N(C)CCCC)nc2ccccn12	-4	-5	-4	6	0	-6	0	-5	10
O=C(Nc1cc([N+](=O)[O-])ccc1Cl)C(Sc1ccccc1)c1ccccc1 (stereo not drawn)	13	-14	1	12	-14	4	-3	-6	0
Cn1c(=O)[nH]c(=O)c2[nH]c(N(Cc3ccccc3)Cc3ccccc3)nc21	1	-16	-9	4	-5	-4	-1	7	9
CCOC(=O)c1c(C)n(C)c2ccc(OC)c(NS(=O)(=O)CC)c12	-1	-6	4[fluorescence artefact?]	6	5	3	0	4	4
CC(=O)NNc1ccc(C(F)(F)F)cc1[N+](=O)[O-]	-5	-8	2	10	-8	-2	4	-5	5
FC(F)(F)Oc1ccc(NC(=S)NCc2ccccc2)cc1	-6[fluorescence artefact?]	-2	0	-8	-13	-13	4	-6	-8
CS(=O)(=O)Nc1ccc(C(=O)NCCSCc2ccco2)cc1	-8	-8	-5	11	2	5	3	-4	nt
Cc1c(C)c2ccc(OC3CCCCC3=O)cc2oc1=O (stereo not drawn)	-14	-21	6	11	0	-1	1	-3	nt
Cc1cccc(N2C(=O)CC(N(C(=O)c3ccco3)c3cccc(C)c3)C2=O)c1 (stereo not drawn)	-4	-4	4	10	1	2	-2	1	-2
O=C1NCCCC2c3c(cc(Br)c(O)c3Br)OC12N1CCCCC1 (stereo not drawn)	-7	1	4	16	14	3	-1	2	1
CCOC(=O)CNC(=O)C(CC(N)=O)NC(=O)OC(C)(C)C (stereo not drawn)	-11	-4	-2	3	-4	-2	3	1	-3
CCN(CC)S(=O)(=O)c1ccc2[nH]c(=O)[nH]c2c1	10	-16	4	8	-8	7	3	-5	-5
Cc1noc(C)c1S(=O)(=O)N1CCCC(C(=O)Nc2ccc(Cl)cn2)C1 (stereo not drawn)	9	-19	3	12	-9	7	-2	6	0
Oc1ccc2ccc3[nH]cnc3c2c1	-4	0	-6	3	-43	1	-1	13	9
COc1ccc(C2(CNC(=O)/C=C\c3ccco3)CCCC2)cc1OC	1	4	-1	7	-4	3	-1	-1	-4
COC(=O)[C@@]1(Cc2ccccc2)[C@@H]2C(=CC(=O)[C@H]2CC(=O)C(=O)N(C)C)CN1C(=O)c1ccccc1	-5	-11	1	13	nt	0	-1	7	6
Cc1ccc(C(=O)Oc2cccnc2)cc1[N+](=O)[O-]	9	-19	1	2	6	-2	0	1	nt
